Screens (PubChem)
FBA Mtb inh = Mtb FBA enzyme inhibitors, primary screen, biochemical, fluorescence, strain H37Rv; Fructose-bisphosphate aldolase (Mycobacterium tuberculosis (strain ATCC 25618 / H37Rv)), …; purified M. tuberculosis FBA, fluorescence read-out; inhibition, % at 1 µM; 360,000 tested, 2.3% active; in the data active = inhibition above about 27%;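 note: 0% = vehicle and 100% = reference inhibitor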
Target sequence (P9WQA3 whole entry, looked up): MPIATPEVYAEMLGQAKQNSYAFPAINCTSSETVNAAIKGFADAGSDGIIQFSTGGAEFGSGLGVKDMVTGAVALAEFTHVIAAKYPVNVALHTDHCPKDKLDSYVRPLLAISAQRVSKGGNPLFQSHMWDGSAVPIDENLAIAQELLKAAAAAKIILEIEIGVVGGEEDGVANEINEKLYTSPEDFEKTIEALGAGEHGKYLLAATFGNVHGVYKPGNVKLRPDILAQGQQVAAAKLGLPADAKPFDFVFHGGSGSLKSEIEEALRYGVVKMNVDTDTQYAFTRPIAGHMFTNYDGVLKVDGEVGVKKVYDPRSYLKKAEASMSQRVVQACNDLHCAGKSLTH
PrPC TRFRET = inhibitors of human cell surface prion protein PrPC, primary screen, cell-based, TR-FRET | 370,000 tested, 0.43% active | Major prion protein (Homo sapiens), P04156 | TR-FRET read-out | inhibition, % at 13.8 µM; in the data active = inhibition above about 24%; note: 0% = median of the test wells and 100% = reference compound wells
Mtb UGM inh = M. tuberculosis UGM enzyme inhibitors, primary screen, biochemical, fluorescence polarization, single point. AID 504406, 2011. UDP-galactopyranose mutase (Mycobacterium tuberculosis (strain ATCC 25618 / H37Rv)), …. 320,000 tested, 0.06% active. purified UGM, fluorescence polarization probe displacement. inhibition, % at 10 µM; in the data active = inhibition above about 10%, passing the limit was not always enough; inconclusive = no clear call, values can overlap the other calls
Target sequence (P9WIQ1 whole entry, looked up): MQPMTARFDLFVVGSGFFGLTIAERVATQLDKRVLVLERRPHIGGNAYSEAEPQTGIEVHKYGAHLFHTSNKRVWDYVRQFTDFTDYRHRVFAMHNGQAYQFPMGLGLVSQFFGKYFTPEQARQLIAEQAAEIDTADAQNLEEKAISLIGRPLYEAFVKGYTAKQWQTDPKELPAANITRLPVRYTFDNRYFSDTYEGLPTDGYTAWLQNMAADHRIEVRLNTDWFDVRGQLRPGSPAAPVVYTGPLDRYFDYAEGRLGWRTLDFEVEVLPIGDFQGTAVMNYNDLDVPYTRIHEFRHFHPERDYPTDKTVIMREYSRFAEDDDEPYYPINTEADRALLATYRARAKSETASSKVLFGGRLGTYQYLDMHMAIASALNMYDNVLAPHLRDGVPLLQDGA
GDH-TPI inh = GDH-TPI coupling enzyme inhibitors, primary screen, artefact control for M. tuberculosis FBA inhibitor project, biochemical, absorbance, full deck | 360,000 tested, 1.2% active | AID 588335, 2011 | inhibition, % at 4.8 µM | GDH-TPI coupled enzyme counterscreen, NADH absorbance;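 note: 0% = DMSO wells and 100% = wells lacking the enzyme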
Mtb BioA inh = M. tuberculosis BioA enzyme inhibitors, primary screen, biochemical, plate reader, single point, HTS; 360,000 tested, 0.096% active; purified M. tuberculosis BioA enzyme; inhibition, % at 9.99 µM; in the data active = inhibition above about 40%; inconclusive = no clear call, values can overlap the other calls
BoNT-F LC inh = BoNT/F light chain protease inhibitors, primary screen, biochemical, flow cytometry, MLPCN library; Botulinum neurotoxin type F light chain protease (Clostridium botulinum); Multiplex microsphere protease cleavage assay; inhibition, % at 10 µM; 360,000 tested, 0.22% active; in the data active = inhibition above about 35%, passing the limit was not always enough; inconclusive = no clear call, values can overlap the other calls; note: plate controls were buffer without enzyme for full effect and enzyme alone for no effect
FadD28 binding = inhibitors of FadD28 bisubstrate probe binding, primary screen, biochemical, fluorescence polarization, single point; Mycobacterium tuberculosis FadD28 fatty-acid-AMP ligase; inhibition, % at 12.5 µM; 360,000 tested, 0.22% active; AID 588549, 2011; in the data active = inhibition above about 8.5%, passing the limit was not always enough; inconclusive = no clear call, values can overlap the other calls
CCHF vOTU inh = CCHFV vOTU protease inhibitors, primary screen, biochemical, Pep-AMC substrate, fluorescence; Crimean-Congo hemorrhagic fever virus L polyprotein viral ovarian tumor (vOTU) protease …; inhibition, % at 11.5 µM; 370,000 tested, 0.55% active; AID 651958, 2012; note: 0% = vehicle wells with enzyme and 100% = no enzyme wells
BoNT A protease = BoNT/A light chain protease inhibitors, primary screen, biochemical, flow cytometry, MLPCN library | Botulinum neurotoxin type A light chain protease (Clostridium botulinum A str. ATCC 3502) | multiplex microsphere protease substrate cleavage | inhibition, % at 10 µM | 360,000 tested, 0.17% active | AID 588499, 2011; in the data active = inhibition above about 30%; inconclusive = no clear call, values can overlap the other calls; note: plate controls were buffer without enzyme for full effect and enzyme alone for no effect
Starred values were filed as active, the others as inactive; ? = inconclusive; . = not tested or not shown; & = joins results of further samples. Cut-off read from the data, not from the text of the source, unless noted: active = inhibition above about 30%; inactive = the rest.

SMILES	FBA Mtb inh	PrPC TRFRET	Mtb UGM inh	GDH-TPI inh	Mtb BioA inh	BoNT-F LC inh	FadD28 binding	CCHF vOTU inh	BoNT A protease
O=C1CC(N2CCN(c3ccccc3)CC2)C(=O)N1c1ccc(Cl)cc1 (configuration not stated)	0	2	0.1	5	-0.7	.	1.1	-5	.
CC1(C)NC(=O)N(CC(=O)OCC(=O)Nc2cc(S(=O)(=O)N3CCCCCC3)ccc2Cl)C1=O	-2	-1	-0.9	7	-0.7	-4	-0.9	6	0.2
O=C(N/N=C/c1cccs1)c1[nH]ncc1Br	1	-2	4.0	21	1.7	10	-0.6	18	0.9
COc1ccccc1Cn1c(=S)[nH]c2cc(C(=O)NCc3cccnc3)ccc2c1=O	-2	-9	.	2	-0.8	-3	0.0	-3	-0.1
CCOC(CC(=O)NNC(=O)c1c(-c2ccccc2Cl)noc1C)OCC	0	6	-2.2	5	.	?	-2.9	-15	?
O=C(O)c1cccc(NC(=O)c2ccc3c(c2)C(=O)N(Cc2ccco2)C3=O)c1	2	5	4.1	9	-2.2	9	0.6	-5	0.3
COc1cc2c(cc1OC)CN(C(=O)c1cc(S(=O)(=O)N3CCOCC3)ccc1Cl)CC2	-3	10	0.3	10	-0.1	-1	-2.0	-12	-0.1
COc1cc(/C=N/NC(=Nc2ccc(C)cc2)c2nc3ccccc3s2)ccc1O	4	4	-1.9	20	1.1	-5	-2.1	8	-0.1
O=C(COc1coc(CN2CCN(c3ccc(F)cc3)CC2)cc1=O)NCC1CCCO1 (configuration not stated)	2	5	-0.5	-6	-1.4	3	-1.2	11	-2.4
O=C(N/N=C/c1ccccc1O)C(=O)N1CCCCCC1	7	1	3.0	7	-0.9	1	-2.2	14	-4.5
CCCCc1nc2ccccc2c(NC(=O)CNC(C)(C)C)c1CCC	3	-4	-0.7	7	1.7	-22	-3.9	17	-0.6
CS(=O)(=O)N1N=C(c2ccco2)CC1c1ccco1 (configuration not stated)	4	-7	6.0	6	4.0	16	-0.2	-1	2.7

An excerpt of the results above, as a working copy:
SMILES	FBA Mtb inh	PrPC TRFRET	Mtb UGM inh	GDH-TPI inh	Mtb BioA inh	BoNT-F LC inh	FadD28 binding	CCHF vOTU inh	BoNT A protease
COc1ccccc1Cn1c(=S)[nH]c2cc(C(=O)NCc3cccnc3)ccc2c1=O	-2	-9	.	2	-0.8	-3	0.0	-3	-0.1
CCOC(CC(=O)NNC(=O)c1c(-c2ccccc2Cl)noc1C)OCC	0	6	-2.2	5	.	?	-2.9	-15	?
O=C(O)c1cccc(NC(=O)c2ccc3c(c2)C(=O)N(Cc2ccco2)C3=O)c1	2	5	4.1	9	-2.2	9	0.6	-5	0.3
COc1cc2c(cc1OC)CN(C(=O)c1cc(S(=O)(=O)N3CCOCC3)ccc1Cl)CC2	-3	10	0.3	10	-0.1	-1	-2.0	-12	-0.1
COc1cc(/C=N/NC(=Nc2ccc(C)cc2)c2nc3ccccc3s2)ccc1O	4	4	-1.9	20	1.1	-5	-2.1	8	-0.1
O=C(COc1coc(CN2CCN(c3ccc(F)cc3)CC2)cc1=O)NCC1CCCO1 (configuration not stated)	2	5	-0.5	-6	-1.4	3	-1.2	11	-2.4
O=C(N/N=C/c1ccccc1O)C(=O)N1CCCCCC1	7	1	3.0	7	-0.9	1	-2.2	14	-4.5
CCCCc1nc2ccccc2c(NC(=O)CNC(C)(C)C)c1CCC	3	-4	-0.7	7	1.7	-22	-3.9	17	-0.6
CS(=O)(=O)N1N=C(c2ccco2)CC1c1ccco1 (configuration not stated)	4	-7	6.0	6	4.0	16	-0.2	-1	2.7

Other entries
SMILES	FBA Mtb inh	PrPC TRFRET	Mtb UGM inh	GDH-TPI inh	Mtb BioA inh	BoNT-F LC inh	FadD28 binding	CCHF vOTU inh	BoNT A protease
CCN(CC)CCSc1nnc2c3ccccc3n(Cc3ccccc3)c2n1	-4	-17	-0.6	25	22	-3	-2.4	-5	0.0
CC1CCC(NC(=O)c2cccc(S(=O)(=O)N3CCN(c4ccccc4)CC3)c2)CC1 (configuration not stated)	3	1	3.1	6	.	7	-2.2	5	-0.2
COc1ccc(-c2cc(-c3ccccc3)c(C#N)c(=S)[nH]2)cc1	1	2	1.1	0	.	-1	-1.9	-6	0.2
COc1cc(C(=O)Nc2cccc(C)c2C)c(Br)c(OC)c1OC	-8	8	0.5	1	.	0	-3.1	4	0.0
COC(=O)c1sc(-c2ccc(C(C)(C)C)cc2)cc1NC(=O)c1ccccc1C(=O)O	4	2	-4.6	23	.	?	-2.9	7	-2.1
COc1ccc(S(=O)(=O)N2CCOC23CCN(S(=O)(=O)c2cc(C)ccc2OC)CC3)cc1	0	-6	3.9	1	-3.3	1	-1.0	-10	0.3
O=C(NC(=S)Nc1ccc(C(=O)N2CCOCC2)cc1)c1ccc([N+](=O)[O-])cc1	4	-11	-0.4	10	-1.6	-1	-1.0	-5	0.2
Cn1ncc([N+](=O)[O-])c1C(=O)Nc1ccccc1	-1	1	2.2	4	-0.2	?	0.1	-8	1.2
COc1ccc(OC)c(NC(=O)COC(=O)c2n[nH]c3ccccc23)c1	-2	7	1.9	1	4.4	-1	-3.9	16	0.3
Cc1nc(SCc2nc3c(F)cccc3[nH]2)c2oc3ccccc3c2n1	3	5	0.7	0	11	-2	-0.2	6	-0.9
CC(=O)Nc1ccc(NS(=O)(=O)c2cc(Cl)ccc2Cl)cc1	1	5	-1.5	-1	-1.5	-4	-2.5	25	-0.2
Cc1ccc(SC/C(O)=C(\C#N)c2nc3ccccc3s2)cc1	-1	-10	-4.1	32*	-1.3	3	3.6	11	0.8
CSc1ccc(CN2CCN(Cc3ccccc3Cl)CC2)cc1	-1	-13	0.7	-2	.	-2	-0.2	10	-0.1
O=C1c2ccccc2C(c2nc3ccccc3[nH]2)N1Cc1ccco1 (configuration not stated)	2	1	.	.	1.3	4	-1.5	-8	-0.8
CCCNC(=O)c1cc(C2CCCCN2C(=O)c2cc(OC)c(C)c(OC)c2)on1 (configuration not stated)	0	0	.	13	0.7	-2	-1.6	2	0.1
Cc1c(C)n(CCC#N)c2ccc(Cl)cc12	-3	4	-1.7	0	.	-14	-0.8	-7	-1.7
COc1cc(NC(=O)c2ccc(Cl)cc2)c2ncccc2c1	3	5	0.4	-6	0.8	7	-0.7	-4	-0.2
Cc1c(C(=O)N2CCOCC2)[nH]c2c1C(=O)CC(c1ccc(Cl)cc1)C2 (configuration not stated)	-2	1	2.0	-6	2.0	2	-2.4	4	-0.8
O=C(COc1ccc2c(c1)OCO2)Nc1ccc(Cl)cn1	0	22	1.3	-5	-0.4	-4	0.3	11	0.8
Cc1cccc(N2CCN(C(C)C(=O)N3CCc4ccccc43)CC2)c1C (configuration not stated)	2	0	1.0	6	1.0	12	-0.7	-2	2.6
O=C(CNC(=O)c1cccs1)OCC(=O)c1ccc(Br)cc1	7	-7	0.3	14	.	-6	-2.7	0	-1.1
NCCCCCc1nnc(SCC(=O)Nc2cccc(Cl)c2)o1	1	2	-0.4	8	2.0	-14	-0.5	3	-0.7
CC1CCCC(C)N1C(=O)COC(=O)c1cc(Br)ccc1Cl (configuration not stated)	9	1	-1.7	-3	.	-4	-0.6	4	-0.8
Cc1nc2ccc(NC(=O)c3ccco3)cc2s1	7	8	-0.6	-2	.	2	-4.3	-1	0.5
CCc1ccc(N(C(=O)c2csnn2)C(C(=O)NC2CCCC2)c2cccnc2)cc1 (configuration not stated)	1	-5	0.0	5	-0.9	2	-16	-2	-0.7
Cc1cc(C)c(S(=O)(=O)c2cccc(Cl)c2)c(=O)[nH]1	1	0	-2.0	3	3.1	17	-0.2	-6	-2.3
Cn1c(-c2ccc(F)cc2)cnc1NCc1cc2c(cc1[N+](=O)[O-])OCO2	1	-13	-0.4	6	1.4	5	-2.0	9	-0.9
CCCOc1cc(C)c(S(=O)(=O)N2CCN(C)CC2)cc1C	-1	8	0.3	0	1.6	-4	-12	20	-1.3
COc1ccc(C)cc1NC(=O)COC(=O)c1ccc(OCc2ccc(Cl)cc2Cl)c(OC)c1	2	6	-0.5	-4	.	-1	-4.2	-3	0.2
Cc1nonc1C1CCCN1Cc1cn[nH]c1-c1ccc(-c2ccccc2)cc1 (configuration not stated)	-4	-3	-2.3	4	.	-7	-6.9	12	-0.2
CCc1nnc(NC(=O)CCNC(=O)c2ccco2)s1	0	-3	0.2	2	0.3	0	1.0	0	-0.9
O=S(=O)(Nc1cccc2c1CCCC2)c1ccc(Cl)cc1	0	2	0.1	-3	1.2	-6	-1.0	11	-0.6
COc1ccc(CC(NC(C)=O)C(=O)NC2CCN(C(=O)C3CCCCC3)CC2)c(OC)c1 (configuration not stated)	-3	3	3.5	1	-0.1	2	.	2	-1.9
COc1cccc(NC(=O)c2cccc(C(=O)Nc3cccc(OC)c3)c2)c1	-1	13	-0.2	-4	0.4	?	1.6	2	-1.7
COc1cc(C(=O)Nc2ccc(C(N)=O)cc2)c([N+](=O)[O-])cc1OC	0	-6	-2.7	3	.	-1	0.0	1	0.5
Cc1cc(C(=O)CSc2cccc[n+]2[O-])c(C)n1-c1ccccc1	-1	1	-0.2	-2	.	-6	1.0	-6	0.3
COc1ccc(OC)c(NC(=O)c2oc3ccccc3c2NC(=O)C2CC2)c1	2	-3	0.4	8	-0.6	-13	-1.1	4	-2.7
CC1(C)SC(=S)N(/N=C/c2ccc(O)cc2)C1N(O)C(=O)Nc1ccc([N+](=O)[O-])cc1 (configuration not stated)	-1	-4	-0.2	35*	-3.8	-3	-1.6	2	0.2
COc1ccc(/C=C/c2cc(C(=O)O)c3ccccc3n2)cc1	3	-39	7.4	32*	-0.7	-7	-3.8	1	0.1
CC(=O)c1ccccc1NC(=O)C1CC(=O)N(c2ccc3c(c2)OCCO3)C1 (configuration not stated)	1	0	-2.1	-3	0.0	-1	0.9	4	-2.3
OC(c1ccc(F)c(F)c1)c1ncc(-c2ccc(F)cc2)[nH]1 (configuration not stated)	1	7	.	5	0.8	-4	-0.3	-6	-0.4
COc1ccccc1CNC(=O)C1CC(c2cccc([N+](=O)[O-])c2)=NO1 (configuration not stated)	4	-2	2.8	2	-0.8	5	-0.9	1	0.1
O=C(N/N=C/c1ccc(OC(=O)c2ccccc2Cl)cc1)c1ccc(O)cc1	-1	3	0.2	12	-2.8	-2	0.0	-1	-0.4
COc1ccc(-c2noc(-c3ccccc3F)n2)cc1	3	-4	4.2	4	-1.0	-10	-0.1	10	-0.5
CCN(CC)C(=O)C1CCCN(c2ccc([N+](=O)[O-])cc2/C=N/NC(=O)c2cccc(O)c2)C1 (configuration not stated)	-5	-14	0.9	14	0.1	-3	-1.6	3	-1.2
CCN(CC)C(=O)C1CCCN(Cc2cccc(Cl)c2)C1 (configuration not stated)	0	3	.	11	0.4&1.1	1	-0.3	22	-0.3
CC(C)CCN=CC1=C(O)CC(c2ccccc2)CC1=O (configuration not stated)	-7	-3	2.2	-1	.	-20	-3.0	-11	-2.1
